Vc quorum ag: inducers of Vibrio cholerae quorum light production without autoinducers, primary screen, BH1578 luxS cqsA deficient, single point | activation, % at 18.7 µM | 350,000 compounds, 0.16% hits | V. cholerae BH1578 lux reporter, luminescence, 6 h; in the data active = activation mostly above about 9.7%, no sharp cut-off; inconclusive = no clear call, values can overlap the other calls; inactive = mostly below about 3.7%; note: not every result past the cut was called active; inactives centre near 0; reference of the scale not given here
Anthrax LF prot: Bacillus anthracis LF protease inhibitors, primary screen, biochemical, multiplex microsphere, MLPCN library. 360,000 compounds, 0.12% hits. inhibition, % at 10 µM. multiplex microsphere protease cleavage assay. Lethal factor (Bacillus anthracis), P15917; note: plate controls were buffer without enzyme for full effect and enzyme alone for no effect
PrPC TRFRET: inhibitors of human cell surface prion protein PrPC, primary screen, cell-based, TR-FRET; Major prion protein (Homo sapiens), P04156; TR-FRET read-out; inhibition, % at 13.8 µM; 370,000 compounds, 0.43% hits; AID 720596, 2013; in the data active = inhibition above about 24%; note: 0% = median of the test wells and 100% = reference compound wells
SSB-PriA inh: inhibitors of Klebsiella pneumoniae PriA binding to SSB C-terminal tail, primary screen, biochemical, AlphaScreen. AlphaScreen SSBct-PriA binding, biotinylated peptide. PriA–SSB C-terminal tail interaction (Klebsiella pneumoniae). 430,000 compounds, 0.6% hits. inhibition, % at 33 µM. AID 1272365, 2023; in the data active = inhibition mostly above about 37%, no sharp cut-off; inactive = mostly below about 20%;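 note: plate controls were negative control peptide for no effect and reference peptide for full effect; strong numbers were not always called active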
3CLpro inhibitor: SARS-CoV 3CLpro protease inhibitors, primary screen, biochemical, quenched FRET; 290,000 compounds, 0.14% hits; Replicase polyprotein 1ab (Severe acute respiratory syndrome coronavirus), P0C6X7; inhibition, % at 6 µM; recombinant SARS-CoV 3CLpro, quenched FRET peptide cleavage; in the data active = inhibition above about 12%
PfHsp40 yeast: rescue of yeast from PfHsp40 toxicity, primary screen, S. cerevisiae, ATP luminescence. S. cerevisiae expressing PfHsp40, growth rescue. growth rescue, % at 12.5 µM. 340,000 compounds, 0.68% hits. AID 504582, 2011; in the data active = growth rescue above about 28%, passing the limit was not always enough; inconclusive = no clear call, values can overlap the other calls;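 note: yeast W303a lacking pdr1 and pdr3 grown in galactose medium; growth measured after three days at 30 °C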
Yp Topo-I inh: Yersinia pestis topoisomerase I inhibitors, primary screen, biochemical, cleavage product accumulation, plate reader, single point; DNA topoisomerase I (Yersinia pestis CO92); Y. pestis Topo-I cleavage product accumulation; activity, % at 10 µM; 360,000 compounds, 0.064% hits; in the data active = activity above about 50%, passing the limit was not always enough; inconclusive = no clear call, values can overlap the other calls; note: inactives centre near 2
BoNT-A LC inh2: BoNT/A light chain protease inhibitors, primary screen, biochemical, flow cytometry, MLPCN library; AID 588499, 2011; Botulinum neurotoxin type A light chain protease (Clostridium botulinum A str. ATCC 3502); 360,000 compounds, 0.17% hits; multiplex microsphere protease substrate cleavage; inhibition, % at 10 µM; note: plate controls were buffer without enzyme for full effect and enzyme alone for no effect
TcdB GH inh: TcdB glycohydrolase inhibitors, primary screen, biochemical, single point, plate reader. Toxin B (Clostridioides difficile), P18177. 350,000 compounds, 0.24% hits. inhibition, % at 9.99 µM. TcdB glycohydrolase enzymatic assay; in the data active = inhibition above about 10%
Active calls of the source: *; i = inactive; ? = inconclusive; . = not tested or not shown; & = joins results of further samples. Cut-off read from the data, not from the text of the source, unless noted: active = inhibition above about 30%; inconclusive = no clear call, values can overlap the other calls; inactive = below that. This is a subset, so the mix of outcomes need not match the whole.

SMILES	Vc quorum ag	Anthrax LF prot	PrPC TRFRET	SSB-PriA inh	3CLpro inhibitor	PfHsp40 yeast	Yp Topo-I inh	BoNT-A LC inh2	TcdB GH inh
O=C(Nc1ccc2oc(-c3ccncc3)nc2c1)c1ccco1	-0.4	0.8	2.3	-3.7	1.7	0.3	1.1	-0.4	-9.6
O=C(Nc1cccc(C(F)(F)F)c1)C1CCCCC1	0.3	-2.2	-3.5	-14.8	-0.9	2.0	-9.3	0.1	.
COc1ccccc1NCC(=O)N/N=C(\C)c1cccs1	-0.2	-5.8	-4.0	.	0.9	-1.0	-5.9	0.9	0.6
N/C(=N\OC(=O)c1cnn(-c2ccccc2)c1C(F)(F)F)c1ccc(C(F)(F)F)cc1	-0.4	-4.9	-6.5	.	1.6	3.7	-3.7	0.7	1.2
O=C(C(=C1NCCN1)n1cncn1)c1ccccc1	0.1	4.8	10.2	-1.2	3.0	0.7	-0.8	0.3	.
CCN(CC)CCN1CCn2c3c(c4cc(C)ccc42)CCCC31 (stereo not drawn)	-0.2	-8.1	-7.8	47.2	-7.4	-0.2	-11.0	0.3	-0.1
O=C(CCCn1c(=O)oc2ccccc21)N1CCc2ccccc2C1	i	-2.3	5.0	3.8	-4.2	-1.1	13.3	-0.1	.
CCOc1ccccc1NC(=S)N1CCC(NC(=O)C(C)(C)C)CC1	-1.6	-5.8	-8.5	-9.7	-3.3	1.2	5.9	-1.3	-1.9
Clc1ccc(-c2cc(CN3CCCCC3)no2)cc1Cl	i	17.0	4.9	-8.9	-2.3	0.7	21.9	-2.9	1.3
COc1cccc(-c2coc3c(C)c4oc(=O)c(CCC(=O)O)c(C)c4cc23)c1	i	7.5	-1.4	-4.2	-1.2	-0.8	23.6	0.0	1.7
Nc1ncc(Br)cc1S(=O)(=O)NCCC(=O)NCc1ccc(F)cc1	-0.2	0.7	-7.2	4.3	-5.7	-1.1	-2.1	1.8	1.3
COc1ccc(CN(CC(=O)NCCC(C)C)C(=O)CCC(=O)Nc2nccs2)cc1	-7.8	6.3	-8.3	-15.2	-6.5	-5.0	-3.3	2.7	0.3
O=C(C[n+]1ccn(-c2ccccc2)c1)c1ccc([N+](=O)[O-])cc1	-0.2	-10.2	-14.3	6.7	-4.4	0.7	-15.6	0.8	0.6
Cc1cccc(C(=O)NCN2CCN(c3ccccc3C#N)CC2)c1	-0.7	-11.6	5.6	-9.5	.	-0.4	0.4	-0.2	-0.4
Cc1ccc(NC(=O)COC(=O)c2cc(=O)c3ccccc3o2)cc1F	i	0.0	5.1	4.3	.	-0.5	1.1	-5.9	0.9
CN(C)S(=O)(=O)n1cc(/C=C(\NC(=O)c2ccccc2)C(=O)N2CCCCC2)c2ccccc21	i	-1.6	-1.8	.	.	.	7.7	0.1	1.0
CCOc1ccc2nc(-c3ccccc3)nc(SCC(=O)Nc3ncc(C)s3)c2c1	i	-11.7	3.6	-5.1	1.7	-1.2	-0.6	0.3	.
Cn1cc(C(=O)C(=O)N2CCc3ccccc32)c2ccccc21	i	-5.7	-3.1	-11.6	-1.6	0.0	9.6	1.1	1.1
COc1ccc(OC)c(S(=O)(=O)N2CCC(C(=O)NC3CCCC3)CC2)c1	-0.2	-11.1	-2.1	-10.0	-3.2	-1.4	1.5	-2.7	1.5
Cc1ccc(Cn2c(C)c3cnn(CC(=O)NC4CCCC4)c(=O)c3c2C)cc1	-0.3	-9.5	3.1	-10.6	-3.1	0.0	4.8	-0.1	0.7
CC(NC(=O)C1CCCN1C(=O)OC(C)(C)C)C(=O)OCc1ccccc1 (stereo not drawn)	.	-5.0	9.3	.	.	.	.	-0.6	-0.2
CN(c1cccc(NC(=O)CN2C(=O)c3ccccc3S2(=O)=O)c1)S(C)(=O)=O	-0.5	0.7	-11.2	-11.1	-2.0	0.4	-2.1	1.0	.
CCOC(=O)Cn1c(-c2ccccc2)ccc(C#N)c1=O	i	-3.1	-5.7	-16.8	-4.3	-2.3	-6.8	-0.8	2.2
Cc1ccc(-c2nc3cccnc3s2)cc1NC(=O)c1ccco1	i	3.8	3.4	-12.2	-2.7	1.0	-4.0	-0.2	-0.8
O=C(CSc1nc2c(c(=O)[nH]1)CCC2)Nc1ccc(F)cc1	-1.2	-2.5	-3.6	1.8	-6.7	1.0	-5.7	-1.4	1.3

Carrying on:
SMILES	Vc quorum ag	Anthrax LF prot	PrPC TRFRET	SSB-PriA inh	3CLpro inhibitor	PfHsp40 yeast	Yp Topo-I inh	BoNT-A LC inh2	TcdB GH inh
Cc1cc(OC(=O)c2ccccc2Br)cc(=O)n1C	-0.7	2.4	0.8	0.8	-0.6	-0.3	1.1	0.2	.
O=C(NCCN1C(=O)S/C(=C\c2ccccc2F)C1=O)C1CCN(S(=O)(=O)c2cccs2)CC1	-0.4	-2.6	0.1	-3.3	4.4	1.5	3.3	0.3	0.3
O=C(CSc1ccccc1)Nc1cccc(S(=O)(=O)N2CCCC2)c1	i	-3.5	5.4	-1.7	-4.3	-1.1	5.3	-0.9	.
O=C(/C(=N\O)n1cncn1)c1ccc(Cl)cc1Cl	-0.4	-3.5	0.3	.	-0.6	.	1.7	-1.5	1.3
CCN(CC)CCCN(Cc1cc2cc3c(cc2[nH]c1=O)OCO3)C(=O)Nc1ccccc1OC	0.7	-3.1	-1.8	4.6	3.8	-1.8	7.5	-0.4	.
COc1ccc(CCC(=O)NCc2cccc(C(F)(F)F)c2)cc1	1.1	3.0	10.3	-3.8	-4.0	8.4	6.6	3.4	1.2
COc1ccc(OC)c(/C=C/C(=O)OCC(=O)N2CCCC2)c1	0.4	-3.2	-3.9	5.3	.	-0.6	3.8	0.1	0.4
Cc1ccc(C)c(C(=O)COC(=O)c2ccccc2N2C(=O)C3C4CCC(C4)C3C2=O)c1 (stereo not drawn)	i	-0.9	9.5	0.1	-2.8	1.7	31.4	?	.
COc1ccc(CCn2c(-c3cc([N+](=O)[O-])cc([N+](=O)[O-])c3)nc3nc4ccccc4nc32)cc1	-0.3	-0.6	-5.0	11.4	6.2	0.0	1.7	0.2	.
Cc1noc(C)c1NC(=O)N(C)C[C@H]1Oc2ccc(NS(=O)(=O)c3cn(C)cn3)cc2C(=O)N([C@H](C)CO)C[C@@H]1C	i	-1.6	-1.1	2.9	.	-0.9	-2.5	0.3	1.1&0.6
Fc1cccc(F)c1/C=N/NC(=S)Nc1cccnc1	i	-0.8	6.1	.	2.7	-0.9	-2.2	-0.4	-1.7
CNCC(=O)Nc1ccc(Cl)c(C(F)(F)F)c1	-0.2	-3.7	5.4	-13.1	2.5	0.5	12.0	-0.7	0.3
Cc1cc(C)c(NC(=O)C2CCCO2)c(C)c1NC(=O)C1CCCO1 (stereo not drawn)	-0.3	-6.6	6.5	-8.3	-3.8	0.1	-0.4	-1.6	1.3
O=C(NCc1ccc(F)cc1)C(c1ccncc1)N(C(=O)c1csnn1)C1CC1 (stereo not drawn)	i	-3.5	-2.9	-1.0	-2.7	0.7	3.9	-0.3	.
Cc1c(NC(=O)C2CCCN2C(=O)c2cccs2)c(=O)n(-c2ccccc2)n1C (stereo not drawn)	7.1	-4.8	3.2	-3.4	4.0	-0.5	-5.3	0.4	.
Cn1c(SCC(=O)c2c(N)n(C)c(=O)n(C)c2=O)nnc1-c1ccc(F)cc1	-0.3	-0.5	1.9	-1.3	-2.3	0.0	1.3	-0.3	.
Cc1cc(Cl)ccc1NC(=S)N1CCC(C(N)=O)(N2CCCCC2)CC1	-0.3	-1.8	2.8	-5.1	-5.4	-0.5	-0.1	-0.5	-0.4
Cc1ccc(N=Cc2nc(-c3ccco3)oc2O)cc1	i	-8.6	1.7	0.4	6.6	-0.6	-0.9	0.2	0.3
O=C(NCc1ccc(F)cc1)C1CCCN(S(=O)(=O)c2ccc(-n3cnnn3)cc2)C1 (stereo not drawn)	i	1.3	5.7	-0.3	2.0	0.0	3.5	-1.2	0.5
COc1ccc(CNC(=O)Nc2ccc3c(c2)c(=O)n(C)n3Cc2cc(C)cc(C)c2)cc1	i	3.6	7.2	.	.	.	22.1	0.1	1.4
COc1ccc(C(CC(=O)Nc2ccc(Cl)cc2F)NC(=O)C(F)(F)F)cc1 (stereo not drawn)	.	3.1	3.4	-9.2	2.2	2.0	6.4	-0.4	.
O=S(=O)(Nc1nc2ccc(S(=O)(=O)N3CCCC3)cc2s1)c1ccc(F)cc1	-0.3	-4.9	3.7	-17.2&-9.0	3.3	-0.6	12.1	-0.6	.
COc1ccc(Br)cc1/C=N/NC(=O)C[n+]1ccccc1	1.4	-2.8	-3.3	.	-1.1	-1.0	-1.9	0.9	0.7

Gathered by group, the entries above with two or more sulfur atoms (5)
SMILES	Vc quorum ag	Anthrax LF prot	PrPC TRFRET	SSB-PriA inh	3CLpro inhibitor	PfHsp40 yeast	Yp Topo-I inh	BoNT-A LC inh2	TcdB GH inh
CCOc1ccc2nc(-c3ccccc3)nc(SCC(=O)Nc3ncc(C)s3)c2c1	i	-11.7	3.6	-5.1	1.7	-1.2	-0.6	0.3	.
CN(c1cccc(NC(=O)CN2C(=O)c3ccccc3S2(=O)=O)c1)S(C)(=O)=O	-0.5	0.7	-11.2	-11.1	-2.0	0.4	-2.1	1.0	.
O=C(NCCN1C(=O)S/C(=C\c2ccccc2F)C1=O)C1CCN(S(=O)(=O)c2cccs2)CC1	-0.4	-2.6	0.1	-3.3	4.4	1.5	3.3	0.3	0.3
O=C(CSc1ccccc1)Nc1cccc(S(=O)(=O)N2CCCC2)c1	i	-3.5	5.4	-1.7	-4.3	-1.1	5.3	-0.9	.
O=S(=O)(Nc1nc2ccc(S(=O)(=O)N3CCCC3)cc2s1)c1ccc(F)cc1	-0.3	-4.9	3.7	-17.2&-9.0	3.3	-0.6	12.1	-0.6	.

Record cards, from the list above:
Profile of Cc1noc(C)c1NC(=O)N(C)C[C@H]1Oc2ccc(NS(=O)(=O)c3cn(C)cn3)cc2C(=O)N([C@H](C)CO)C[C@@H]1C = Vc quorum ag = i; Anthrax LF prot = -1.6; PrPC TRFRET = -1.1; SSB-PriA inh = 2.9; 3CLpro inhibitor = .; PfHsp40 yeast = -0.9; Yp Topo-I inh = -2.5; BoNT-A LC inh2 = 0.3; TcdB GH inh = 1.1&0.6
Profile of Fc1cccc(F)c1/C=N/NC(=S)Nc1cccnc1 = Vc quorum ag = i; Anthrax LF prot = -0.8; PrPC TRFRET = 6.1; SSB-PriA inh = .; 3CLpro inhibitor = 2.7; PfHsp40 yeast = -0.9; Yp Topo-I inh = -2.2; BoNT-A LC inh2 = -0.4; TcdB GH inh = -1.7

Screening results from PubChem.
